From PubChem
S1P4 antagonist – human S1P4 receptor antagonism | S1P4-expressing cells, antagonist mode, reporter read-out | inhibition, % at 4.98 µM | 220,000 compounds, 0.26% hits | AID 1510; in the data active = inhibition above about 29%;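 also: 0% = wells stimulated with agonist and 100% = vehicle wells without agonist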
RBBP9 inhibitor – inhibitors of human serine hydrolase RBBP9. recombinant RBBP9, FP-Rh probe fluorescence polarization. 220,000 compounds, 0.2% hits. inhibition, % at 7.94 µM. O75884. AID 1515;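 active = inhibition above the campaign mean of all tested compounds plus 3 SD, cut at about 14% in these data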;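 also: plate controls were DMSO wells with RBBP9 for no effect and wells lacking RBBP9 protein for full effect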
Target sequence (O75884 whole entry, looked up): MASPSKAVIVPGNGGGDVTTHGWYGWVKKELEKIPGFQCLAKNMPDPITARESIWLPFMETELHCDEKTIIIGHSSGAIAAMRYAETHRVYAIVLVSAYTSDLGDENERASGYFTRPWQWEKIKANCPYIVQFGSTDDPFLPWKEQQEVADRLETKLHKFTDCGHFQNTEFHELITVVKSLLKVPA
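Measured by – fluorescence polarization · Test system – RBBP9 protein · Input – 2.5 µM RBBP9 dispensing solution, before mixing · Measure – percent inhibition from mP, scaled between DMSO and no-protein wells · Benchmarks – DMSO-treated enzyme wells and wells lacking RBBP9 · Times – preincubation 30 min plus labeling 45 min at 25 °C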
BaF3 tox – parental Ba/F3 viability inhibition as JAK2V617F counter-screen; CellTiter-Glo ATP luminescence; inhibition, % at 5.6 µM; 220,000 compounds, 1.1% hits; AID 1486;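 active = inhibition above a per-campaign cutoff, the mean inhibition of all tested compounds plus 3 SD, cut at about 27% in these data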;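 also: 0% = DMSO wells and 100% = JAK Inhibitor I control wells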
Ba/F3 V617F tox – loss of viability in JAK2V617F-driven Ba/F3 cells. Ba/F3 EpoR-JAK2V617F viability, ATP luminescence. inhibition, % at 5.6 µM. 220,000 compounds, 1.1% hits;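 active = inhibition above the campaign mean plus 3 SD over all tested compounds, cut at about 24% in these data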;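 also: cytokine-independent growth of Ba/F3 cells driven by EpoR plus mutant JAK2; 0% = DMSO-treated cells and 100% = JAK inhibitor I control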
NPY2 pot ag – human NPY-Y2 potentiation or agonism, primary screen | activation, % at 3.6 µM | AID 1359 | P49146 | cells expressing NPY-Y2, potentiator/agonist read-out | 220,000 compounds, 0.45% hits; in the data active = activation above about 27%;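 also: cells stimulated with NPY near EC25 plus isoproterenol at EC100; 0% = vehicle plus submaximal agonist and 100% = vehicle plus saturating agonist; some results beyond the cut were filed as inactive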
Target sequence (P49146 whole entry, looked up): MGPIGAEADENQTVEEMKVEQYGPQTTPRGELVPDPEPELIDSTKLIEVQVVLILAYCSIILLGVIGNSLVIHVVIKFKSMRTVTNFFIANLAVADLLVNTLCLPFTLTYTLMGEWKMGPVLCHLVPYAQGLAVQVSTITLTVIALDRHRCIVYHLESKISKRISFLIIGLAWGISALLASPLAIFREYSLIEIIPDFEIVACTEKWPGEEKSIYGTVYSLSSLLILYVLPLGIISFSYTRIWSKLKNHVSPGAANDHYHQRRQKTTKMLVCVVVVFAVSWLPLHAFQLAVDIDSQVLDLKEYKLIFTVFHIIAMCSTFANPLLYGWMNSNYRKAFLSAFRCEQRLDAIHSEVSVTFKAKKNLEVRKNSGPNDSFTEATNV
S1P4 ag – agonists of human S1P4 receptor | AID 1509 | 220,000 compounds, 0.35% hits | S1P4-expressing cell line, agonist reporter assay | activation, % at 4.98 µM; in the data active = activation above about 11%;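 also: 0% = DMSO vehicle and 100% = reference agonist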
NPY-Y1 antag – antagonists of human neuropeptide Y receptor Y1 | P25929 | 200,000 compounds, 1% hits | AID 1040 | inhibition, % at 3.6 µM | HEK293-CNG Y1 cells, membrane potential fluorescence; NPY at EC95, then isoproterenol;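 active = inhibition above the campaign mean inhibition of all tested compounds plus 3 SD, cut at about 20% in these data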;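 also: 0% = DMSO wells given NPY plus isoproterenol and 100% = isoproterenol alone without NPY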
Target sequence (P25929 whole entry, looked up): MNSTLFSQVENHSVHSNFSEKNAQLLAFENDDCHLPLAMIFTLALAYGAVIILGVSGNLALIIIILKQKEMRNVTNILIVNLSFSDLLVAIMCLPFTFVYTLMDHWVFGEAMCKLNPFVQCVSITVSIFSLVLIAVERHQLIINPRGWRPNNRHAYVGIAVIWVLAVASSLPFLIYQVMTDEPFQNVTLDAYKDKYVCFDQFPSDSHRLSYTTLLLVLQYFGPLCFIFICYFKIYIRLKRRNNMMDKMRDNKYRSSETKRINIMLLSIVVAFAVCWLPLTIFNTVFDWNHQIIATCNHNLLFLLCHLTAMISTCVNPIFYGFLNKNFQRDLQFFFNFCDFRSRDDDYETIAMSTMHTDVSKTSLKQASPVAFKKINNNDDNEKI
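Material: HEK293 cells co-expressing NPY Y1 receptor and cyclic-nucleotide gated channel. Timing: compound incubation 1 h at room temperature, readout 45 min post-stimulation. Signal: fluorescence, membrane potential probe.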
NPY-Y1 PAM-ag – potentiates or activates human NPY-Y1 receptor; P25929; NPY-Y1 expressing cells, potentiator/agonist activation; AID 1304; 220,000 compounds, 0.37% hits; activation, % at 3.6 µM; in the data active = activation above about 33%, passing the limit was not always enough;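 also: cells stimulated with NPY at EC10 then isoproterenol at EC100; 0% = low agonist plus stimulus and 100% = saturating agonist plus stimulus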
Runt-CBFb FRET – inhibitors of human RUNX1 Runt domain binding to CBFb; Q01196+Q13951; Cerulean-Runt/Venus-CBFb FRET ratio 530/480, 1 h; 220,000 compounds, 0.46% hits; inhibition, % at 20 µM; AID 1496;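 active = inhibition over about 50% at 20 µM in the single-dose screen, limit read from the data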;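 also: 0% = DMSO wells and 100% = excess unlabeled CBFb competitor control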
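test system = Cerulean-tagged RUNX1 Runt domain (FRET donor) fusion protein | reagent = Venus-CBFb binding partner, 100 nM | incubation = protein complex preformed 1 h, compound exposure 1 h, room temperature, dark | detection = FRET fluorescence | read-out basis = loss of energy transfer signal | controls = 5 µM unlabeled CBFb as full-inhibition high control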
An asterisk follows results filed as active; nt = no result given.

[1] O=C(O)CCC(=O)Nc1ccccc1C(=O)NC1CCCCC1
[2] C=CCOC(=O)COc1ccc2c(C)c(C)c(=O)oc2c1
[3] O=C(OCC(=O)c1ccccc1Br)c1ccccn1
[4] Cc1nc2nc(SCC(=O)NCCN3CCOCC3)nn2c(C)c1Cc1ccccc1
[5] CCCCC(CC)C(=O)Nc1ccc(Cl)cn1 (configuration not stated)
[6] CCOC(=O)C1=C(C)NC(=S)N(C(C)=O)C1c1ccc(Cl)cc1 (configuration not stated)
[7] CCOc1ccc(CN2C(=O)CC(=O)N(S(=O)(=O)c3ccc(OCC)cc3)C2=O)cc1
[8] O=C(COc1ccc(Cl)cc1Cl)Nc1cccnc1
assay / compound	1	2	3	4	5	6	7	8
S1P4 antagonist	9	-25	0	-12	-14	4	-6	13
RBBP9 inhibitor	2	-7	1	4	10	-13	-6	-5
BaF3 tox	7	1	3	10	1	10	2	4
Ba/F3 V617F tox	-2	0	0	6	-5	5	-5	4
NPY2 pot ag	7	-7	-5	-18	12	10	9	1
S1P4 ag	-0.1	1.3	-0.3	0.7	-2.4	2.5	1.3	0.1
NPY-Y1 antag	1	4	1	3	-5	-4	nt	3
NPY-Y1 PAM-ag	0	-27	-15	-7	0	4	16	3
Runt-CBFb FRET	5	-4	2	1	-2	0	-4	0

[9] N#CCC(=O)NCCCOC(=O)Nc1ccc(Cl)c(Cl)c1
[10] O=C(Nc1ccccc1Cl)c1cc[n+](Cc2ccc([N+](=O)[O-])cc2)cc1
[11] CC1=NN(c2cccc(Cl)c2)C(=O)C12CC(C)=C(C)CS2 (configuration not stated)
[12] Cc1nn(C(C)(C)C)c(N)c1-c1ccccc1
[13] Cc1cccc(-n2cccc2)c1C#N
[14] CN(CCc1cn[nH]c1)C(=O)CC1C(=O)NCCN1Cc1cccc(Oc2ccccc2)c1 (configuration not stated)
[15] O=S(=O)(c1ccc2c(c1)OCO2)N1CCN(c2nnnn2-c2ccccc2)CC1
[16] CCOc1ccc(C2CC(=O)n3nc(C45CC6CC(CC(C6)C4)C5)nc3S2)cc1OC (configuration not stated)
assay / compound	9	10	11	12	13	14	15	16
S1P4 antagonist	11	12	-2	-8	-4	-12	-4	-5
RBBP9 inhibitor	3	-1	-6	-6	7	-3	-9	-7
BaF3 tox	-3	8	3	6	-2	3	7	1
Ba/F3 V617F tox	-3	1	-5	2	-1	-2	-1	-6
NPY2 pot ag	17	-8	-2	5	10	-5	12	-1
S1P4 ag	0.0	0.6	2.7	1.5	1.6	0.2	1.1	-1.6
NPY-Y1 antag	-12	10	5	4	-2	6	-4	6
NPY-Y1 PAM-ag	7	-5	4	-35	-23	9	8	7
Runt-CBFb FRET	-2	-1	-1	-1	-1	-1	2	1

[17] [2H]c1c([2H])c([2H])c(C(=O)c2sc(N3CCCCCC3)nc2-c2ccccc2)c([2H])c1[2H]
[18] CCOC(=O)CSc1nc(C)[nH]c1[N+](=O)[O-]
[19] CC(C)(C)c1cc(CCC(=O)N2CCNCC2)c(C(C)(C)C)cc1O
[20] CCCNC(=O)Nc1nnc(C2CC2)s1
[21] CC(=O)OCC#CCSc1nc2ccccc2n1C
[22] CC(C)Cc1nnc(NC(=O)CSc2nc(O)c(Cc3ccccc3)c(=O)[nH]2)s1
[23] COc1ccc(NC(=S)NC(=O)CC(C)C)c(OC)c1
[24] CCOC(=O)c1ccccc1NC(=O)CSc1nncn1C
assay / compound	17	18	19	20	21	22	23	24
S1P4 antagonist	-28	0	9	-4	-7	2	-5	-6
RBBP9 inhibitor	-6	-3	3	-3	-10	8	-6	-1
BaF3 tox	4	8	4	5	2	5	3	4
Ba/F3 V617F tox	2	2	1	5	0	3	6	-1
NPY2 pot ag	-9	-1	19	5	6	-3	-11	3
S1P4 ag	-1.0	-0.2	-0.1	1.7	1.0	-0.2	-2.8	0.7
NPY-Y1 antag	1	-2	2	-1	-7	5	2	-2
NPY-Y1 PAM-ag	-1	4	12	-14	-1	-1	-16	0
Runt-CBFb FRET	2	0	-1	1	0	1	-1	1

[25] CCN1C(=O)/C(=C2/Sc3ccc(OC)cc3N2C)SC1=Nc1ccc(C)cc1
[26] CCCn1c(=O)c(C(=O)OCC)c(O)c2cc(Br)ccc21
[27] O=C(c1ccncc1)N(Cc1ccccc1)Cc1nc2ccccc2c(=O)[nH]1
[28] Cc1cc(C)c(C)c(OCC(=O)NCCN(C)C)c1
[29] Cc1cccc(C)c1-n1c(C)cc(/C=N/NC(N)=S)c1C
[30] CCCCNC(=O)c1ccc(N2CCC3(CC2)OCCO3)c([N+](=O)[O-])c1
[31] CC1C(c2ccccc2)=NNc2nc3c(c(=O)n(C)c(=O)n3C)n21 (configuration not stated)
[32] CCCCNC(=O)Cc1cc(=O)[nH]c(=O)[nH]1
assay / compound	25	26	27	28	29	30	31	32
S1P4 antagonist	-19	0	-15	-3	7	2	-3	7
RBBP9 inhibitor	-3	-6	3	2	1	-8	2	-6
BaF3 tox	1	7	4	6	12	4	-6	-3
Ba/F3 V617F tox	-2	2	-2	1	2	0	-2	-2
NPY2 pot ag	-12	-11	1	-6	1	-7	-2	7
S1P4 ag	1.3	-1.3	0.2	1.8	-3.3	-0.4	-0.3	-0.4
NPY-Y1 antag	0	13	-4	2	3	0	nt	0
NPY-Y1 PAM-ag	-26	-16	10	-9	-21	-36	11	-1
Runt-CBFb FRET	nt	0	3	2	2	0	1	2

[33] O=C(NCc1ccccc1)c1ccc(CNc2c(N3CCCC3)c(=O)c2=O)cc1
[34] Cc1ccc(C)c(N(CC(=O)NN=C2CCN(C)CC2)S(=O)(=O)c2ccccc2)c1
[35] COc1cccc(CNC(=O)CCS(=O)(=O)c2cccs2)c1
[36] O=C(c1nn(Cc2ccccc2)c(=O)c2ccccc12)N1CCc2ccccc2C1
[37] Cc1cc(/C=N/Nc2ncnc(N)c2[N+](=O)[O-])c(C)n1-c1ccccc1
[38] Cc1ccc(OCCCN2CCCC2)c(C)c1
[39] CN(C(=O)CN1C(=O)c2ccccc2S1(=O)=O)c1ccccc1C(=O)O
[40] CCc1cccc(N(C(=O)c2csnn2)C(C(=O)NC(C)(C)C)c2ccccn2)c1 (configuration not stated)
assay / compound	33	34	35	36	37	38	39	40
S1P4 antagonist	5	-7	3	-31	-20	-28	-3	-3
RBBP9 inhibitor	2	-8	-5	-8	5	-9	-2	-5
BaF3 tox	1	-1	-2	2	3	5	7	4
Ba/F3 V617F tox	5	1	-2	3	2	-2	5	-2
NPY2 pot ag	-17	-9	1	-13	13	-4	1	2
S1P4 ag	0.3	0.0	-0.6	0.7	6.0	1.5	0.6	3.1
NPY-Y1 antag	nt	6	2	9	nt	6	5	3
NPY-Y1 PAM-ag	2	-15	-11	-14	20	-20	-10	21
Runt-CBFb FRET	1	2	nt	-4	-2	1	-2	nt

[41] O=C(N1CCN(c2ccccn2)CC1)N1c2ccccc2Sc2ccccc21
[42] COc1ccc(OC)c(C(=O)c2ccc(C(=O)N3CCCCC3)cc2)c1
[43] Cc1ccc2c(c1)N(CC(=O)NCCc1c[nH]c3ccccc13)C(=O)CO2
[44] Cc1cc(C)c(NC(=S)NCCCSC2CCCCC2)c(C)c1
[45] CCc1cccc2c(C#N)cn(CC(=O)NCCOC)c12
[46] O=C(NNc1cc(N2CCOCC2)nc(N2CCOCC2)n1)C12CC3CC(CC(C3)C1)C2
[47] O=c1cc(CN2CCN(c3ccccc3)CC2)c2cc(O)c(-c3ccccc3)cc2o1
[48] COC(=O)CSc1nc(C)cc(C)c1C#N
assay / compound	41	42	43	44	45	46	47	48
S1P4 antagonist	-3	-7	-10	15	13	-14	4	-19
RBBP9 inhibitor	-10	-2	3	-9	-2	-13	-9	-4
BaF3 tox	76*	3	8	4	8	3	14	-2
Ba/F3 V617F tox	71*	1	1	5	4	3	5	-4
NPY2 pot ag	-8	-4	13	-27	6	9	3	-11
S1P4 ag	1.5	-1.7	1.6	-0.3	0.1	0.0	0.4	1.2
NPY-Y1 antag	1	-5	3	7	3	0	-6	1
NPY-Y1 PAM-ag	0	-38	4	-12	-2	-17	-4	10
Runt-CBFb FRET	1	-2	3	8	1	-4	1	1

[49] N#Cc1nnn(-c2cc(Cl)cc(Cl)c2)c1N
[50] O=C(c1ccc(C(F)(F)F)cc1)N1CCC(=O)N(C(COCc2ccc(C(F)(F)F)cc2)Cc2ccccc2)CC1 (configuration not stated)
[51] COc1ccc(CNC(=O)C(Cc2ccccc2)n2cccc2)cc1 (configuration not stated)
[52] O=C(CCCC(=O)N1CCCc2ccccc21)N1CCCc2ccccc21
[53] Fc1ccc(CN2CCCCCCC2)cc1
[54] Nn1c(SCC(=O)Nc2ccc3c(c2)OCO3)nnc1C1CCCCC1
[55] O=C(NCCSc1ccccc1)c1ccc(Br)cc1
[56] Cc1cc2cc(CNC(=O)c3cccs3)ccc2[nH]1
[57] CSc1ccc(/C=c2\s/c(=C\C(=O)C(C)(C)C)n(CC(=O)NCCC3=CCCCC3)c2=O)cc1
[58] Fc1ccc(-c2nnn(Cc3nc4ccccc4s3)n2)cc1
[59] O=c1[nH]c(N/N=C/c2cc3c(cc2[N+](=O)[O-])OCO3)nc2ccccc12
assay / compound	49	50	51	52	53	54	55	56	57	58	59
S1P4 antagonist	4	16	13	8	-14	-12	-16	-14	3	-2	23
RBBP9 inhibitor	1	-8	-8	-6	2	-6	-1	-4	-22	-6	-9
BaF3 tox	5	12	3	2	5	-2	1	39*	9	5	-4
Ba/F3 V617F tox	0	10	-2	-2	-2	-7	-2	-6	5	-2	-1
NPY2 pot ag	-1	-1	3	-8	5	-9	-10	6	3	-21	-10
S1P4 ag	0.1	1.2	0.6	1.2	2.6	-0.3	0.2	-2.1	-0.2	-0.1	1.1
NPY-Y1 antag	nt	12	nt	0	5	-3	8	3	4	7	nt
NPY-Y1 PAM-ag	-12	-15	-13	-33	5	11	-16	-2	4	-43	6
Runt-CBFb FRET	0	-12	1	-1	-1	-1	1	3	-302	-2	12

Record cards, as listed above. Order of values: S1P4 antagonist	RBBP9 inhibitor	BaF3 tox	Ba/F3 V617F tox	NPY2 pot ag	S1P4 ag	NPY-Y1 antag	NPY-Y1 PAM-ag	Runt-CBFb FRET
O=C(c1ccc(C(F)(F)F)cc1)N1CCC(=O)N(C(COCc2ccc(C(F)(F)F)cc2)Cc2ccccc2)CC1 (configuration not stated) across the screens: 16	-8	12	10	-1	1.2	12	-15	-12
Fc1ccc(CN2CCCCCCC2)cc1 across the screens: -14	2	5	-2	5	2.6	5	5	-1
CSc1ccc(/C=c2\s/c(=C\C(=O)C(C)(C)C)n(CC(=O)NCCC3=CCCCC3)c2=O)cc1 across the screens: 3	-22	9	5	3	-0.2	4	4	-302
Nn1c(SCC(=O)Nc2ccc3c(c2)OCO3)nnc1C1CCCCC1 across the screens: -12	-6	-2	-7	-9	-0.3	-3	11	-1
O=C(NCCSc1ccccc1)c1ccc(Br)cc1 across the screens: -16	-1	1	-2	-10	0.2	8	-16	1
